High-throughput results from PubChem BioAssay.
N370S GC – qHTS Assay for Inhibitors and Activators of N370S glucocerebrosidase as a Potential Chaperone Treatment of Gaucher Disease | Lysosomal acid glucosylceramidase (Homo sapiens), P04062 | N370S GC spleen homogenate, 4MU-glucoside fluorescence | Potency, µM (doses to about 59.4 µM), for inactives: at the highest dose activity change, negative = inhibition, most hits filed as inhibitors | hit rate 0.092% among 330,000 | AID 2101, 2009;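 also: 0% = full enzyme activity and -100% = no enzyme basal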
TDP1 inh – qHTS Assay for Inhibitors of Tyrosyl-DNA Phosphodiesterase (TDP1); recombinant TDP1, AlphaScreen DNA substrate cleavage; Potency, µM (doses to about 130 µM), without a hit: top-dose activity change, negative = inhibition, usual class: inhibitors; hit rate 0.28% among 350,000; AID 485290, 2010; also: nearly all actives have a fitted effect of over 40% in size
Target sequence (Q9NUW8 whole entry, looked up): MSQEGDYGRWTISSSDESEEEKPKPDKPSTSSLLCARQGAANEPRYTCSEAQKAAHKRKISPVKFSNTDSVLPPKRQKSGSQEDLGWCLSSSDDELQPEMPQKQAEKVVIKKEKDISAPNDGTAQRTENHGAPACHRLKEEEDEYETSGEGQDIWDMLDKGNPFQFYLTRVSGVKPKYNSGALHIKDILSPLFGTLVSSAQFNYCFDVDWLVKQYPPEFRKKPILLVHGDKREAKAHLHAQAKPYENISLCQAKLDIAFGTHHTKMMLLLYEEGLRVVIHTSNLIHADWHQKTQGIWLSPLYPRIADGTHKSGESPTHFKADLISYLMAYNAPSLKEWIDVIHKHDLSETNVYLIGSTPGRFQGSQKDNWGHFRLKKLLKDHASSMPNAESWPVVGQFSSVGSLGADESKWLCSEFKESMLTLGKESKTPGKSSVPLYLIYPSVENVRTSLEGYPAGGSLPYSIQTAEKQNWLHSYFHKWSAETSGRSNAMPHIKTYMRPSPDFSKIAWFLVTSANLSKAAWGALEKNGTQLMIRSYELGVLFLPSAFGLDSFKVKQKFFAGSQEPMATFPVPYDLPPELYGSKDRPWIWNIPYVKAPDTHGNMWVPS
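Signal: AlphaScreen proximity between streptavidin donor and anti-FITC acceptor beads on intact substrate. Reaction: Tdp1 1 nM, substrate 15 nM final, 5 min RT after 15 min compound preincubation.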
FEN1 inhibitor – qHTS Assay for the Inhibitors of Human Flap endonuclease 1 (FEN1). P39748. Recombinant FEN1 flap cleavage, fluorescence, 15 min. Potency, µM (titrated, usually from 114 µM), for inactives: at the highest dose activity change, negative = inhibition, hits mostly inhibitors. hit rate 0.35% among 390,000. AID 588795, 2011; also: nearly all actives have a fitted effect of over 65% in size
Target sequence (P39748 whole entry, looked up): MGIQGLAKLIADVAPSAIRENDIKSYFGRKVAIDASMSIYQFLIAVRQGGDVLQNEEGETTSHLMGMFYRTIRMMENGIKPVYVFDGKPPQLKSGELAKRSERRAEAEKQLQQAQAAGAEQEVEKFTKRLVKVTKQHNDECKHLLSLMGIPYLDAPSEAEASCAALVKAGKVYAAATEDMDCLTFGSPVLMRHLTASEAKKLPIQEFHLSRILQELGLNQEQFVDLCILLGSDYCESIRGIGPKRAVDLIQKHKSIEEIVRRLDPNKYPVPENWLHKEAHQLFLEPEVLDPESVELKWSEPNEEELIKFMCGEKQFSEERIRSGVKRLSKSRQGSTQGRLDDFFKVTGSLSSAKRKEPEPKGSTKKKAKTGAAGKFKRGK
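Quantitative HTS format: each compound was titrated, incubated with 10 nM nuclease for 15 min at room temperature, then challenged with flap substrate at 50 nM final. Signal change over 15 min gave concentration–effect curves.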
* = called active by the depositor; ? = inconclusive; . = no result given; [ ] = dose if it differs, or a comment. Calls follow the shape of the dose curve; as a rule, active = well fitted curve in the direction sought with a large enough effect; inconclusive = small, poorly fitted or top-dose-only effect, or another doubt; inactive = no such curve, though single readings can be large; an effect the other way counts as inactive or inconclusive. Unless noted, % is scaled to controls: 0 for no effect and ±100 for the full control effect; potency is read from the fitted curve at half-maximal effect.

no.	canonical_smiles	N370S GC	TDP1 inh	FEN1 inhibitor
1	CCN1CCN(c2nc3c(C)cccn3c(=O)c2/C=C(\C#N)S(=O)(=O)c2ccc(C)cc2)CC1	-27.2%	12.0%	-1.7%
2	COCCCNC(=O)CNC(=S)N(Cc1ccccc1)Cc1cccnc1	-6.8%	1.2%	-1.1%
3	COc1ccc(S(=O)(=O)c2c(Nc3cccc(C)c3C)sc(C(=O)c3ccccc3)c2N)cc1	.	0.0%	9.7%
4	Cn1c(=NC(=O)c2ccccc2[N+](=O)[O-])sc2cc(S(C)(=O)=O)ccc21	?	2.2%	0.4%
5	Cc1cc2nc(-c3ccc(SCc4ccccc4C#N)nc3)[nH]c2cc1C	1.8%	0.0%	-13.5%
6	CCOc1ccc(-n2c(C)cc(/C=C3/C(=N)N4C(=NC3=O)SN=C4S(C)(=O)=O)c2C)cc1	-14.9%	6.1%	0.3%
7	O=C(CSc1cn(Cc2ccccc2)c2ccccc12)Nc1nccs1	4.5%	4.9%	15.9%
8	CCn1cc(CN2CCC(C(=O)Nc3cccc(-c4cccc(F)c4)c3)CC2)cn1	-8.7%	2.1%	2.3%
9	COC(=O)c1ccc(NC(=O)C2(S(=O)(=O)c3ccc(C)cc3)CC2)cc1	.	-3.6%	13.7%
10	Cc1cn([C@H]2C[C@H](O)[C@@H](CCC(=O)NCCCn3ccnc3)O2)c(=O)[nH]c1=O	.	-0.5%[56.1 µM]	-2.4%
11	CCN(CC)CCCNC(=O)c1ccc2c(SCC(=O)O)c3c(nc2c1)CCC3	1.5%	0.0%	.
12	Cc1ccc(S(=O)(=O)N(CC(O)CN2CCCC2)c2ccccc2)cc1 (stereo not given)	-2.3%	4.0%	0.7%

Only FEN1 inhibitor (3 entries from above):
nr	SMILES	FEN1 inhibitor
5	Cc1cc2nc(-c3ccc(SCc4ccccc4C#N)nc3)[nH]c2cc1C	-13.5%
6	CCOc1ccc(-n2c(C)cc(/C=C3/C(=N)N4C(=NC3=O)SN=C4S(C)(=O)=O)c2C)cc1	0.3%
7	O=C(CSc1cn(Cc2ccccc2)c2ccccc12)Nc1nccs1	15.9%

(cont.)
no.	canonical_smiles	N370S GC	TDP1 inh	FEN1 inhibitor
13	Cc1ccc(S(=O)(=O)NNC(=O)c2ccncc2)cc1[N+](=O)[O-]	-19.6%	2.7%	10.0%
14	O=c1c2ccccc2sn1-c1cc(S(=O)(=O)N2CCOCC2)ccc1N1CCCCC1	.	1.0%	?
15	Cc1ccccc1Nc1nc(N)nc(CN2CCN(Cc3ccc4c(c3)OCO4)CC2)n1	-1.3%	0.0%	5.6%
16	Cc1ccc(NC(=O)CN2CCN(CCN=CC3=C(O)CC(c4ccc(C)cc4)CC3=O)CC2)cc1 (stereo not given)	-5.5%	0.0%	-2.3%
17	COC(=O)C1=NOC2(C=C(Br)C(OC)=C(Br)C2=O)C1 (stereo not given)	0.2%[12.8 µM]	-4.8%[21 µM]	.
18	C/C(=N\NC(=O)c1ccncc1)c1cccc(NC(=O)c2ccc(Cl)s2)c1	1.1%	0.3%	-22.4%
19	Cc1ccc(C(=O)NC(=S)N2CCN(C)CC2)cc1	6.0%	0.5%	1.4%
20	CCN(CC)c1ccc(C=Nc2ccc(C)cc2)c(O)c1	8.2%	5.5%	13.0%
21	COc1ccc(C(=O)NNC(=O)C(NC(=O)c2ccccc2NC(=O)c2ccco2)C(C)C)cc1 (stereo not given)	-9.5%	-5.6%	-6.6%
22	CCC1(c2ccccc2)NC(=O)N(CC(=O)NCCN2C(=O)S/C(=C\c3cccnc3)C2=O)C1=O (stereo not given)	-1.8%	.	-0.3%
23	Cc1ccc(/C=C(/C#N)C(=O)NC(C)c2ccccc2)o1 (stereo not given)	1.0%	5.5%	-5.3%
24	CCOC(=O)c1cnc(-n2nc(C)cc2C)nc1N(C)C	11.2%	2.9%	-6.6%

Compound profiles (already shown):
Profile of `CCN(CC)c1ccc(C=Nc2ccc(C)cc2)c(O)c1` : N370S GC = 8.2%; TDP1 inh = 5.5%; FEN1 inhibitor = 13.0%
Profile of `COc1ccc(S(=O)(=O)c2c(Nc3cccc(C)c3C)sc(C(=O)c3ccccc3)c2N)cc1` : N370S GC = .; TDP1 inh = 0.0%; FEN1 inhibitor = 9.7%

(listing goes on)
no.	canonical_smiles	N370S GC	TDP1 inh	FEN1 inhibitor
25	COC(=O)c1ccc(C(NC(=O)OCc2ccccc2)/C(C)=C/[C@@H](C)C(=O)Nc2ccc(OC)cc2)cc1 (stereo not given in full)	-19.1%	8.7%	.
26	Nc1cc(Cl)nc(N/N=C/c2c(O)ccc3ccccc23)n1	10.3%	5.1%	-8.5%
27	Cc1ccc(CSc2nnc(NC(=O)Cn3cnc4ccccc4c3=O)s2)cc1	6.1%	.	-0.1%
28	COc1ccc2c(c1)CCc1c(C(=O)Nc3ccc(OC)cc3OC)noc1-2	.	3.6%	2.7%
29	CCCCN(CC)Cc1ccc(CNC(=O)Nc2ccc(OC)cc2OC)o1	11.9%	3.4%	7.8%
30	O=C(c1cccnc1)N1CCN(Cc2ccc3c(c2)OCO3)CC1	-0.6%	?	3.3%
31	CCCc1nn2c(=O)cc(COC(=O)c3cccc(NC(=O)c4cccs4)c3)nc2s1	.	1.2%	-2.9%
32	O=C(NCCC1CCCCN1S(=O)(=O)c1cccs1)C(=O)Nc1ccc(F)cc1F (stereo not given)	16.0%	-1.7%	-8.7%
33	CC(=O)Nc1ccc(NC(=O)C(C)OC(=O)/C=C/c2cnc3ccccc3n2)cc1 (stereo not given)	-8.6%	.	-4.6%
34	CCn1cc(CN2CCC(n3nccc3NC(=O)c3ccc4c(c3)OCO4)CC2)c(C)n1	-5.3%	1.78µM*	-0.7%
35	CCc1cc(=O)oc2cc(O[C@@H]3O[C@H](CO)[C@@H](O)[C@H](O)[C@H]3O)c(Cl)cc12	4.2%	.	17.0%
36	O=C(NCC(=O)N1CCN(C/C=C/c2ccccc2)CC1)c1ccc(OC(F)F)cc1	.	1.8%	3.3%
37	Cc1nc2ccccc2n1-c1nc(-c2ccco2)cc(C(F)(F)F)n1	16.6%	0.0%	-2.1%
38	CSc1ncccc1C(=O)OCC(=O)c1[nH]c(C)c(C(C)=O)c1C	.	-13.2%	-0.5%
39	COc1ccc(/C(O)=C2/C(=O)C(=O)N(c3ccccn3)C2c2cccc(Cl)c2)cc1 (stereo not given)	-6.0%	.	12.5%
40	CCCNC(=O)c1csc2c1CCCCC2	-2.0%	0.0%	-12.9%
41	COc1ccc(OC)c(NC(=O)c2cc(=O)c3c(C)cc(C)cc3o2)c1	.	-7.4%	-12.6%
42	NC1=NC(=O)C(Cc2ccc(F)cc2)S1 (stereo not given)	0.4%	.	-2.7%
43	NC(=O)c1ccc(CSc2nc3ccccc3s2)cc1	3.3%	4.7%	13.0%
44	O=C(COC(=O)C1CCN(S(=O)(=O)c2cccs2)CC1)Nc1ccc(F)c(F)c1F	-3.6%	3.0%	2.3%
45	CCOC(=O)c1ccccc1OCc1cc(/C=N/NC(=O)c2ccncc2)ccc1OC	-11.5%	4.2%	-5.4%
46	C/C(CCN1CCCCc2nc(C)c(C)cc21)=N\O[C@@H](C)CN1CCCCc2nc(C)c(C)cc21	0.1%[12.8 µM]	7.9%[21 µM]	.
47	CCC(C)[C@H](NS(=O)(=O)c1ccc(C)cc1)C(=O)N1CCC(C(=O)N2CCC(C(=O)OC)CC2)CC1 (stereo not given in full)	-5.2%	.	4.7%
48	CN1CCN(C(=O)c2cnn3c(C(F)(F)F)cc(-c4ccc5c(c4)OCO5)nc23)CC1	-2.7%	4.8%	1.5%
49	C/C(=N/Nc1nc(-c2ccccc2)c(CC(=O)O)s1)c1ccccc1	1.1%	9.9%	1.1%
50	CN(C)S(=O)(=O)c1ccc2c(c1)N(CC(=O)NCc1cccc(Br)c1)C(=O)CS2	.	-2.6%	16.4%
51	CCCCC1=CC2=C(c3ccco3)C(=O)C(C)(OC(=O)c3ccc(OC)cc3)C(=O)C2=CN1CCCN(CC)CC (stereo not given)	10.9%[12.8 µM]	6.3%[21 µM]	9.5%
52	O=C(Nc1nc2ccc(Cl)cc2s1)c1ccc(S(=O)(=O)N2CCCC2)cc1	.	3.3%	-0.5%
53	COc1ccc(C(=O)N[C@H](C(=O)NCCCSc2ccccc2)C(C)C)cc1	.	1.0%	-1.1%
54	COCCNC(=O)c1cnc2sc(N3CCC(C)CC3)nn2c1=O	.	0.0%	1.4%
55	Cc1nc2ccccc2cc1C(=O)NCc1ccc(F)cc1	2.5%	5.1%	3.6%
56	O=C(CCCCC(=O)Nc1ccc(F)cc1)Nc1ccc(F)cc1	-16.3%	6.0%	4.3%
57	COc1cc(/C=N/NC(=O)Cc2ccc(Br)cc2)cc(OC)c1O	-7.8%	-2.4%	6.0%
58	O=C(NCc1ccccc1)c1ccc2c(c1)N(Cc1cccc(Cl)c1)C(=O)c1ccccc1S2(=O)=O	.	-2.8%	1.0%
59	CSCC[C@H](NC(=O)OC(C)(C)C)C(=O)N1CCC(C(=O)N[C@@H](C)C(=O)NC(C)c2ccccc2)CC1 (stereo not given in full)	-6.2%	.	0.1%
60	Cn1c(=O)c2c(nc(NCCCO)n2Cc2cccc(C(F)(F)F)c2)n(C)c1=O	-1.3%	4.6%	0.2%
61	COc1ccccc1OCC(=O)Nc1ccccc1C(=O)Nc1cccc(C(=O)O)c1	1.6%	5.4%[56.1 µM]	1.7%
62	CCC1CN(C(=O)N2CCC(C(=O)NCc3ccc(F)cc3)CC2)c2ccccc2O1 (stereo not given)	-4.0%	1.9%	20.6%
63	CC(C)CCNC(=O)c1nnc(Cc2ccc(Cl)cc2)o1	-3.0%	-2.0%	-0.7%
64	COc1ccc(OC)c(NC(=O)CSCc2cnn(-c3ccccc3)c2-n2cccc2)c1	6.1%	9.8%	9.3%
65	CCC(=O)Nc1cccc(C(=O)c2ccc(C)c(C)c2)c1	3.4%	5.5%	-18.0%
66	O=c1c2sccc2n(Cc2cc(=O)n3ccccc3n2)c(=O)n1-c1cccc(C(F)(F)F)c1	.	0.0%	-9.4%
67	CCOC(=O)C1CCCN(C(=O)c2ccc(Cl)c(S(=O)(=O)N3CCCCCC3)c2)C1 (stereo not given)	8.6%	5.4%	11.4%
68	O=C(Nc1c(-c2ccc(F)cc2)nc2ccccn12)c1cccc(F)c1	.	5.9%	2.1%
69	CCN1CCN(C(=S)c2ccc(OCC(=O)N3CCOCC3)cc2)CC1	6.2%	5.0%	-9.2%
70	CC(C)C(C)C	-24.2%	-12.1%	.
71	Cc1ccccc1C(C)NC(=O)COC(=O)Cn1cc(C(F)(F)F)ccc1=O (stereo not given)	.	0.0%	13.9%
72	Cc1ccc(S(=O)(=O)N2CCCC2C(=O)OCc2nc3ccccc3s2)cc1 (stereo not given)	0.0%	-3.3%	7.8%
73	Cc1ccc2nc(NC(=O)COC(=O)c3ccccn3)sc2c1	0.8%	0.0%	7.5%
74	Cc1ccccc1NC(=O)Cc1nc(COC(=O)c2ccc(O)cc2O)cs1	?	0.5%	-6.2%
75	CC(C)N1CCN(c2ccc(OC[C@@H]3CO[C@@](Cn4cncn4)(c4ccc(Cl)cc4Cl)O3)cc2)CC1	-2.0%[21.6 µM]	6.4%[56.1 µM]	.
76	CCc1ccc2oc(-c3ccc(NC(C)=O)cc3)nc2c1	-1.8%	3.1%	-10.0%
77	CCc1ccc2c(c1)C(=O)C(=O)N2CC(=O)Nc1ccc(NC(=O)c2ccccn2)cc1	-3.2%	2.6%	-7.1%
78	O=C(c1ccc(Br)s1)N1CCc2ccccc2C1	23.1%	-6.2%	9.7%
79	O=C(CSc1nnc(-c2ccc(C(F)(F)F)cn2)s1)c1ccccc1	8.5%	2.4%	0.0%
80	CC(C)OC(=O)c1cc(=O)[nH]c2ccccc12	15.8%	6.0%	-0.5%
81	Cc1cccc(NS(=O)(=O)c2ccc(NS(=O)(=O)c3cccs3)cc2)c1	0.9%	-2.9%	5.8%
82	CC1CCCCN1S(=O)(=O)c1ccc2c(c1)oc(=O)n2CC(=O)Nc1ccc(Cl)cc1 (stereo not given)	.	2.3%	-11.0%
83	COc1cccc(C2C(C(=O)Nc3ccccc3OC)=C(C)Nc3nc4ccccc4n32)c1 (stereo not given)	.	10.9%	8.2%
84	Cc1ccc(CSc2nnc(-c3ccncc3)o2)c(C)c1	-2.5%	0.0%	6.1%

(list continues)
no.	canonical_smiles	N370S GC	TDP1 inh	FEN1 inhibitor
85	Nc1nc(-c2ccccc2)nn1C(=O)c1ccco1	-2.1%	5.3%	4.7%
86	CC(=O)c1ccc(NC(=O)c2ccn(C(=O)OCC(C)C)n2)cc1	24.1%	2.6%	9.4%
87	C=CCn1c(SCc2nc3ccccc3c(=O)[nH]2)nc2scc(C3CC3)c2c1=O	-9.7%	0.0%	-5.7%
88	CCOc1ccc(CNC(=O)Cn2c(=O)c3cccn3c3ccc(F)cc32)cc1	.	-6.5%	38.5%[activator]
